Source: PubChem BioAssay
HePTP inh: human HePTP phosphatase inhibition; hit rate 0.64% among 110,000; inhibition, % at 20 µM; recombinant HePTP phosphatase activity, OD absorbance; in the data active = inhibition above about 50%;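 also: plate controls were vehicle for no effect and reference inhibitor for full effect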
Target sequence (P35236 whole entry, looked up): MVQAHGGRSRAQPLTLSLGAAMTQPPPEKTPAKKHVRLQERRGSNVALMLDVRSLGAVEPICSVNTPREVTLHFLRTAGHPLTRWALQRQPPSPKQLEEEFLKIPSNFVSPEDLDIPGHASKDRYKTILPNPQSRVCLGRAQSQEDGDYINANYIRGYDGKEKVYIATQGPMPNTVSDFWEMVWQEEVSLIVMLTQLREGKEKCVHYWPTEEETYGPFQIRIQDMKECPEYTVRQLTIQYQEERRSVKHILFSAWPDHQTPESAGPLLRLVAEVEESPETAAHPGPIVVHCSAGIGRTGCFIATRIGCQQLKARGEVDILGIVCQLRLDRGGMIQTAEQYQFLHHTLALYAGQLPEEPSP
BAP1 block: human BAP1 deubiquitinase inhibition; Q92560; recombinant BAP1, Ub-AMC hydrolysis fluorescence kinetic; active compounds read low; activity remaining (% of control), % at 20 µM; hit rate 0.48% among 72,000; AID 436;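 active = activity remaining at or below 50% of control, provided the compound also passes the data quality filters; inactive = the rest, including low values that fail the filters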;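 also: 100% = DMSO wells rate and 0% = substrate alone blank rate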
Target sequence (Q92560 whole entry, looked up): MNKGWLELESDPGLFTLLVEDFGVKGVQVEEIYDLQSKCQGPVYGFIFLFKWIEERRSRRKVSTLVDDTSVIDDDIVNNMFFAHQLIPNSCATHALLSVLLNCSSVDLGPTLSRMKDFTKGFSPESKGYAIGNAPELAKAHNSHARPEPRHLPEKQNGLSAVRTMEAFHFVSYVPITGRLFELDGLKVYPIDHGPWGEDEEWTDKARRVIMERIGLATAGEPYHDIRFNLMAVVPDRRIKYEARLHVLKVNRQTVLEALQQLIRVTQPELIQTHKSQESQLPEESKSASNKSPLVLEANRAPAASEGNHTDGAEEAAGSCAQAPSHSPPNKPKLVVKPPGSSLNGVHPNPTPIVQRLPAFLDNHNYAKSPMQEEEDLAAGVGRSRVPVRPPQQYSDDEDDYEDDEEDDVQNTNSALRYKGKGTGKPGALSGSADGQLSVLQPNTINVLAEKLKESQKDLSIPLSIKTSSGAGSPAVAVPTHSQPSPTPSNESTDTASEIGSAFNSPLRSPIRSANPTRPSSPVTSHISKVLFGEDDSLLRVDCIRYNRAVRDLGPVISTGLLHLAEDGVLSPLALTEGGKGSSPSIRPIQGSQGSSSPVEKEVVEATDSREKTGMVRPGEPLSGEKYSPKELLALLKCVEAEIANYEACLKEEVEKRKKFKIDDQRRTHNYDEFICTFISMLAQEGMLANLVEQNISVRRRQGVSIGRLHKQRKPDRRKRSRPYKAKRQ
* hit, by the source's call; · = not tested or not shown; & = joins results of further samples.

molecule | HePTP inh | BAP1 block
C=CCOc1cccc(C2/C(=C(/O)c3ccc(F)cc3)C(=O)C(=O)N2CCN2CCOCC2)c1 (centres undefined) | 7.3 | 84.2
COC(=O)c1ccc(NC(=O)CCN2CCCCC2)cc1 | 4.5 | 100.0
CCOC(=O)/C(C(=O)Nc1cccs1)=C1\NC(C)(C)Cc2ccccc21 | 9.2 | ·
Nc1cc[n+](CC(=O)c2ccccc2)cc1 | 3.3 | ·
CC(C)(C)C(=O)[C@@H]1[C@@H]2C(=O)N(c3ccc4c(c3)OCCO4)C(=O)[C@@H]2C2c3ccccc3C=CN21 (some centres undefined) | 10.1 | 74.7
O=[N+]([O-])c1cc(C(O)(C(F)(F)F)C(F)(F)F)cc([N+](=O)[O-])c1Cl | 5.0 | ·
CCOC(=O)c1ccc(N2NC(=O)/C(=C/c3ccccc3)C2=O)cc1 | 24.0 | ·
COC(=O)C(C)n1cnc2c(nnn2Cc2ccc(Cl)cc2)c1=O (centres undefined) | 3.2 | 113.0
Cc1ccc(-c2cc(-c3ccncc3)c(C#N)c(N)c2C#N)cc1 | -12.1 | ·
CCSCCOC(=O)C1=C(C)NC2=C(C(=O)CCC2)C1c1coc2ccccc2c1=O (centres undefined) | 8.3 | 80.8
CC1CC(C)CN(c2nc3c(c(=O)n(C)c(=O)n3C)n2CCSc2nc3ccccc3o2)C1 (centres undefined) | 0.2 | 85.2
COC(=O)c1ccc(CSc2nc3sc4c(c3c(=O)[nH]2)CCCC4)cc1 | 12.7 | ·
O=C(Nc1ccccc1)Nc1ccccc1C(=O)O | -5.2 | ·
Cc1ccc(Cl)cc1NC(=O)Cc1ccccc1[N+](=O)[O-] | 3.6 | ·
O=C(Nc1nccs1)c1ccc(COc2ccccc2Br)o1 | 5.0 | 56.6
Cc1cc(-n2ccnc2)n2c(nc3ccccc32)c1C#N | -3.7 | ·
Cc1ccc(N2CC(C(=O)NCc3ccccn3)CC2=O)cc1 (centres undefined) | 8.0 | 102.4
COC(=O)Cn1cnc2ccccc2c1=O | 0.9 | ·
CCOc1ccccc1NC(=O)c1ccc2nccnc2c1 | 5.2 | 98.8
COc1ccc(-c2nc(C(N)=O)c3[nH]c(=O)n(-c4ccccc4OC)c3n2)c(OC)c1 | 2.1 | 83.5
O=C(CCN1C(=O)c2ccc([N+](=O)[O-])cc2C1=O)Nc1cccc(O)c1 | · | 73.5
COc1ccc(NC2CS(=O)(=O)CC2NCc2ccco2)cc1 (centres undefined) | 4.3 | ·
O=c1[nH]c(=O)n(-c2cccc(Br)c2)c(O)c1/C=C1\C=Nc2ccccc21 | -8.6 | ·
CCOC(=O)CNC(=O)c1cn(CC)c(=O)c2cc(OC)c(OC)cc12 | 3.7 | ·
O=C(COc1nc2ccccc2nc1N1CCOCC1)N1CCc2ccccc21 | 7.1 | 63.2

(further entries)
molecule | HePTP inh | BAP1 block
Cc1cccc2cc(CN(Cc3ccco3)C(=O)c3cccs3)c(=O)[nH]c12 | -0.7 | 90.5
Cc1ccc(-c2nc(-c3ccccc3)no2)c(Cl)c1 | 0.8 | 76.8
O=C(CCC(=O)OCC(=O)c1ccccc1)NC1CCCCC1 | 5.2 | 93.8
Cc1ccc(S(=O)(=O)NC(=O)N2CCN(c3cccc(Cl)c3)CC2)cc1 | -1.1 | ·
N#CC1=C(N)Oc2c(oc(CO)cc2=O)C1c1cccs1 (centres undefined) | 3.5 | 112.3
C=CCNC(=O)CN(c1ccc(F)cc1)S(=O)(=O)c1ccccc1 | -9.5 | ·
COC(=O)c1ccc(N2C(=O)Cc3cc(OC)c(OC)cc3C2c2ccc(OC)cc2)cc1 (centres undefined) | 1.1 | ·
CN1C(=O)NC(=O)/C(=C\c2cc(Cl)c(O)c(Cl)c2)C1=O | -10.5 | ·
COc1ccccc1C1NC(=O)NC(C)=C1C(=O)OCCC(C)C (centres undefined) | · | 165.1
CCSc1nc(-c2ccccc2)nc(C(Cl)Cl)n1 | -0.5 | ·
OC(c1ccc2c(c1)OCO2)c1nccc2ccccc12 (centres undefined) | 1.8 | 72.5
CCc1ccc(N2C(=O)C3ON(c4ccccc4)C(c4ccco4)C3C2=O)cc1 (centres undefined) | 10.5 | 92.5
C=CCOC(=O)c1sc(NC(=O)c2ccco2)nc1C | -0.3 | 78.7
CC1(C)CC(=O)C2=C(C1)NC1=C(C(=O)c3ccccc31)C2c1ccc(OC(=O)/C=C/c2ccc([N+](=O)[O-])cc2)cc1 (centres undefined) | -7.9 | ·
N=C1C(c2nc3ccccc3c(=O)[nH]2)=C(O)CN1c1ccc2c(c1)OCO2 | -0.8 | ·
COc1ccc(/C=C/C(=O)c2cccs2)cc1[N+](=O)[O-] | -10.3 | ·
COc1ccccc1N(CC(=O)NCCC1=CCCCC1)S(=O)(=O)c1ccccc1 | 3.0 | ·
O=C(CCC1COc2ccccc2O1)N1CCCC1 (centres undefined) | 3.1 | 123.3
CC1(C)Cc2ccccc2-c2nnc(SCC(=O)N3CCN(c4ccccc4)CC3)n21 | 9.1 | 103.3
CSc1oc(-c2ccco2)nc1S(=O)(=O)c1ccc(Br)cc1 | 4.5 | 87.9
Brc1ccccc1OCCCOc1cccc2cccnc12 | 8.6 | ·
C=CCc1ccccc1OCC(O)Cn1ccnc1C (centres undefined) | 9.3 | 93.4
Cc1noc(C)c1S(=O)(=O)N1CCC(C(=O)N(C)Cc2ccccc2)CC1 | -10.2 | 102.2
COC(=O)c1[nH]c2cc(OC)ccc2c1NC(=O)CN1CCOCC1 | 7.0 | 63.2
CCOC(=O)c1ccc(NC(=O)CN2CCc3ccccc3C2)cc1 | 6.4 | 81.8

5 structures already listed, ordered by length of the SMILES, rising:
molecule | HePTP inh | BAP1 block
O=C(CCC1COc2ccccc2O1)N1CCCC1 (centres undefined) | 3.1 | 123.3
O=C(CCC(=O)OCC(=O)c1ccccc1)NC1CCCCC1 | 5.2 | 93.8
Cc1noc(C)c1S(=O)(=O)N1CCC(C(=O)N(C)Cc2ccccc2)CC1 | -10.2 | 102.2
CCc1ccc(N2C(=O)C3ON(c4ccccc4)C(c4ccco4)C3C2=O)cc1 (centres undefined) | 10.5 | 92.5
N=C1C(c2nc3ccccc3c(=O)[nH]2)=C(O)CN1c1ccc2c(c1)OCO2 | -0.8 | ·

Remaining list, next part:
molecule | HePTP inh | BAP1 block
CCc1nnc(NC(=O)C(CC)c2ccccc2)s1 (centres undefined) | -19.5 | ·
COc1ccc(/C=C2\NC(=O)C(C=NCc3ccccc3)=C2O)cc1 | 7.7 | ·
O=C(O)CCCNCc1ccccc1F | 5.4 | 123.3
O=C(Nc1cccc(Br)c1)c1ccc(N2C(=O)c3cccnc3C2=O)cc1 | -10.1 | ·
Cc1ccccc1NC(=O)/C=C/c1cccc([N+](=O)[O-])c1 | 5.6 | ·
CCNC(=O)CNC(=O)CNS(=O)(=O)c1ccc(C)cc1 | 5.7 | ·
Cc1cccc(-c2nc(CSCC(=O)N3CCN(Cc4ccc5c(c4)OCO5)CC3)c(C)o2)c1 | 2.8 | 104.9
Cc1ccc(NC(=O)Cn2c(-c3nonc3N)nc3ccccc32)cc1F | 13.6 | ·
O=C(Nc1ccc(-c2nc3ccccc3o2)cc1)c1ccc(NC(=O)c2cc3ccccc3o2)cc1 | 7.2 | ·
CCC(=O)Nc1sc2c(c1C(=O)Nc1ccc(OC)cc1)CCCC2 | 8.1 | 86.1
CN(CC(=O)NCc1cccc(F)c1)C(=O)c1ccco1 | -10.2 | 121.8
CN(C)CCN(Cc1ccccc1)c1ccccn1 | 4.7 | 137.5
CC[N+](C)(C)Cc1ccccc1Br | 1.1 | 96.2&104.5
COCCSc1nnc(NS(=O)(=O)Cc2ccccc2)s1 | 3.6 | 99.7
CCc1ccccc1N(CC(=O)Nc1cc(C)ccc1C)S(C)(=O)=O | -13.0 | ·
COc1cc2c(=O)n(CC3CCCO3)c(=O)n(CC(=O)Nc3cccc(Cl)c3)c2cc1OC (centres undefined) | 3.4 | 121.4
COCCN1C(=O)c2oc3ccccc3c(=O)c2C1c1ccc(OC)c(OC)c1 (centres undefined) | -1.9 | 102.8
OC(COc1ccc2ccccc2c1)CN1CCCC1 (centres undefined) | 4.5&9.7 | 120.0
O=C(c1ccccc1Cl)N1CCN(C/C=C/c2ccccc2)CC1 | 9.7 | ·
CN1CCN(C(=O)/C(=C\c2cccs2)NC(=O)c2cccs2)CC1 | -1.2 | ·
O=C(c1ccc(Br)o1)N1CCN(c2ccccc2F)CC1 | 2.0 | 113.9
O=C(Nc1c(F)c(F)c(F)c(F)c1F)c1cccc(F)c1 | 2.0 | ·
CCCOc1ccc(N2C(=O)CC(NCCc3ccc(Cl)cc3)C2=O)cc1 (centres undefined) | -18.1 | ·
Cc1cc(NC(=O)C(C)(C)C)no1 | 14.7 | 104.3
Cc1oc2ccc(O)cc2c1-c1ccccc1 | -7.9 | ·

Continued.
molecule | HePTP inh | BAP1 block
O=[N+]([O-])c1c(Nc2ccccc2)ccc2nonc12 | · | 80.2
O=c1[nH]c(=O)n(-c2cccc(Cl)c2)c(O)c1C=NCCCn1ccnc1 | 7.9 | ·
Cc1nc(N)sc1Cc1ccc2c(c1)OCO2 | 7.0 | 110.5
CSc1ccc(S(=O)(=O)Nc2ccc(NC(C)=O)cc2)cc1 | -1.1 | 135.0
COCCOC(=O)C1=C(C)NC2=C(C(=O)CCC2)C1c1ccsc1 (centres undefined) | · | 82.2
CS(=O)(=O)N(CC(=O)NCc1ccncc1)c1ccc(Oc2ccccc2)cc1 | 2.4 | ·
CCOC(=O)Cc1nn(C)c(=O)c2ccccc12 | 7.0 | 104.6
CNC(=O)c1ccsc1NC(=O)CN1C(=O)CCC1=O | 3.5 | 97.3
CCCn1c(=O)c2ccccc2n2c(SCc3nc4ccccc4s3)nnc12 | -0.6 | 76.2
CN1CCN(C(=O)/C(=C/c2ccc(Cl)cc2)NC(=O)c2ccccc2)CC1 | -7.6 | ·
CCOC(=O)c1c(NC(=O)c2ccccc2C)sc(C(=O)Nc2ccccc2F)c1C | -3.0 | ·
O=C(Nc1ccc2nc(SCc3ccc(F)cc3)sc2c1)c1ccccc1C(=O)N1CCCC1 | 7.8 | ·
CCCOc1ccc(-c2nnn(CC(=O)Nc3cccc(C(=O)OC)c3)n2)cc1 | 4.9 | 65.5
COC(=O)c1ccc(NC(=O)Cc2ccccc2)cc1 | -1.5&-1.9 | 129.2
Cc1ccc(N2CC(C)Cn3c2nc2c3c(=O)n(CC(=O)OCc3ccccc3)c(=O)n2C)cc1C (centres undefined) | 7.4 | ·
CCN1C(=O)c2ccccc2S(=O)c2ccc(C(=O)N3CCN(C(=O)c4ccco4)CC3)cc21 (centres undefined) | 3.9 | 101.2
O=C(O)c1cccc(N2C(=O)c3ccc(C(=O)c4ccc5c(c4)C(=O)N(c4cccc(C(=O)O)c4)C5=O)cc3C2=O)c1 | · | 109.0
Cc1cc(C(=O)CSc2nnc(-c3ccco3)o2)c(C)n1-c1ccc2c(c1)OCCO2 | -4.2 | ·
CCOc1ccc(N2CC(C(=O)Nc3ccc(F)cc3F)CC2=O)cc1 (centres undefined) | 6.6 | 103.4
COc1cccc(-n2c(/C=C/c3c(C)[nH]c4ccccc34)nc3ccccc3c2=O)c1 | 8.4 | ·
CCOC(=O)c1ccccc1NC(=O)c1ccccc1NS(C)(=O)=O | 13.9 | ·
Cc1ccccc1N(CC(=O)Nc1ccc([N+](=O)[O-])cc1)S(C)(=O)=O | -4.3 | ·
CCCn1nc(C(=O)Nc2cccc(C(=O)OC)c2)c2ccccc2c1=O | 6.4 | 100.2
CCC(CC)C(=O)Nc1cc(C)cc(C)c1 | 12.9 | 102.6
O=C(c1cccc(F)c1)N1CCN(Cc2cccc(Oc3ccccc3)c2)CC1 | 0.2 | ·

Complete entries from above. Screens in order: HePTP inh | BAP1 block
`CCCn1c(=O)c2ccccc2n2c(SCc3nc4ccccc4s3)nnc12` as listed: -0.6 | 76.2
`O=[N+]([O-])c1c(Nc2ccccc2)ccc2nonc12` as listed: · | 80.2
`CSc1ccc(S(=O)(=O)Nc2ccc(NC(C)=O)cc2)cc1` as listed: -1.1 | 135.0
`Cc1ccc(N2CC(C)Cn3c2nc2c3c(=O)n(CC(=O)OCc3ccccc3)c(=O)n2C)cc1C` (centres undefined) as listed: 7.4 | ·

Remaining list, next part
molecule | HePTP inh | BAP1 block
CCOC(=O)C(C(=O)Nc1ccccn1)C1CCCCC1 (centres undefined) | 0.4 | ·
NC(CC(=O)O)c1cccc(Br)c1 (centres undefined) | -7.3 | ·
FC(F)(F)c1ccc(/C=N/N2CCN(c3ccccc3)CC2)cc1 | 11.4 | ·
CC1=CC(C)C2C(=O)N(c3ccccc3)C(=O)C2C1 (centres undefined) | -7.1 | ·
CCOC(=O)c1nnn(-c2nonc2N)c1CN(C)C1CCCCC1 | 7.3 | 94.3
COc1ccc(C(=O)/C=C/c2ccc(/C=C/C(=O)c3ccc(OC)cc3)cc2)cc1 | -10.4 | ·
CCc1sc(-c2c(C#N)c(N)nc3c2CCCCCC3)cc1[N+](=O)[O-] | 8.0 | ·
CC1=C(C(=O)OC(C)C)C(c2cccc(Cl)c2)C2=C(CCCC2=O)N1 (centres undefined) | -1.9 | ·
O=C(NCC(=O)N(Cc1ccccc1)C(C(=O)NC1CCCC1)c1ccco1)c1ccco1 (centres undefined) | 2.4 | 89.8
COCc1cc(C)n(CC(=O)NC(C)c2ccccc2)c(=O)c1C#N (centres undefined) | 1.0 | ·
COc1ccc(CCNC(=O)c2ccc(NS(=O)(=O)c3c(C)noc3C)cc2)cc1OC | 1.0 | 88.7
CCN(Cc1ccccc1)S(=O)(=O)c1ccc(C(=O)Nc2nnc(-c3ccccc3OC)o2)cc1 | 11.6 | 53.8
COC(=O)C(C(c1ccccc1)c1cc2ccccc2[nH]1)[N+](=O)[O-] (centres undefined) | 0.1 | ·
COc1ccc(CN2CCN(CC3CC4C=CC3C4)CC2)c(OC)c1OC (centres undefined) | 3.8 | ·
O=C1NCC(O)=C1C=NCc1ccc(Cl)cc1 | 0.7 | ·
O=C(O)CCCn1nc(C(F)(F)F)c2c1CCCCC2 | 3.6 | 106.7
CC1=C(C(=O)OCC(F)(F)F)C(c2ccccc2)NC(=O)N1 (centres undefined) | 7.4 | ·
